Assay outcomes: PubChem, National Center for Advancing Translational Sciences (NCATS)
AmpC detergent: AmpC beta-lactamase inhibition with detergent present | P00811 | AmpC hydrolysis of nitrocefin, absorbance 480 nm, 0.01% Triton | Potency, µM (highest dose often 114 µM), without a hit: top-dose activity change, negative = inhibition, hits mostly inhibitors | actives 0.041% (n = 370,000);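 also: potency is read from the fitted curve at half-maximal effect; 0% = no-compound wells and -100% = no-enzyme wells; nearly all actives have a fitted effect of over 25% in size; some results filed as inactive show a strong effect at the top dose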
Target sequence (P00811 whole entry, looked up): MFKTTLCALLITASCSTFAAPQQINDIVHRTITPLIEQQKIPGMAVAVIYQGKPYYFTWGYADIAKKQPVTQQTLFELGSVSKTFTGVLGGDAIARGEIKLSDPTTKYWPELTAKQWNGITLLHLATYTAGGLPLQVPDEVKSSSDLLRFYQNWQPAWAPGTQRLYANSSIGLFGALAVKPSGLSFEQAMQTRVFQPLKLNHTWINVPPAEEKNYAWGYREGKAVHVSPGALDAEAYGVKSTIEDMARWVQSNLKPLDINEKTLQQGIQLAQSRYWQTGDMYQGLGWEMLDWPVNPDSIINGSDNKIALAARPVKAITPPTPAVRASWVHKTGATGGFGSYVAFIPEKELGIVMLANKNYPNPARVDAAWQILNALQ
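AmpC (5.3 nM in the dispensed reagent) in 20 mM phosphate pH 7.0 with 0.01% (detergent screen) or 0.0001% Triton X-100 was preincubated with compounds for 15 min at room temperature. Nitrocefin was then added from an 800 uM solution, and hydrolysis was followed at 480 nm.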
FBPA Giardia inh: inhibitors of Giardia lamblia fructose-1,6-bisphosphate aldolase. AID 2451. Potency, µM (series often up to 59.6 µM), for inactives: at the highest dose activity, negative = inhibition, hits mostly inhibitors. purified Giardia FBPA. actives 0.71% (n = 290,000); also: potency is read from the fitted curve at half-maximal effect; nearly all actives have a fitted effect of over 55% in size
Target sequence (A8B2U2 whole entry, looked up): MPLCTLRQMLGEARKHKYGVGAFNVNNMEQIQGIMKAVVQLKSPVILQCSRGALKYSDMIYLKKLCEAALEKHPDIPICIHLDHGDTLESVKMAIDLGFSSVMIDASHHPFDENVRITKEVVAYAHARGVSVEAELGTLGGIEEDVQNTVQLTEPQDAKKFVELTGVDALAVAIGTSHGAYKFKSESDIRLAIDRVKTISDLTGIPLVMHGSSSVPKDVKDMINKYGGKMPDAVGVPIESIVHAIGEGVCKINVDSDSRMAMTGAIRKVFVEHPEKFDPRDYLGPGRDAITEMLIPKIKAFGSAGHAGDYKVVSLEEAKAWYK
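40 nM FBPA preincubated 10 min at RT with compound (up to 57.5 uM final), then substrate plus GAPDH/TPI/NAD/arsenate coupling and diaphorase/resazurin added. Fluorescence read after 20 min at RT, 525/598 nm.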
HCMV inh: inhibitors of human cytomegalovirus | HFF cells, HCMV-luciferase reporter, 72 h; hits give low values | activity change, negative = inhibition, % at 57.5 µM | actives 4.5% (n = 410,000); in the data active = activity change below about -60%; inconclusive = no clear call, values can overlap the other calls; inactive = above about -39%
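Steps: HFFs plated, 16 h 37C; compounds added; HCMV-luciferase added to MOI 1 PFU/cell; 72 h 37C; OneGlo reagent, 5 min room temperature; luminescence read, normalized to controls.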
AmpC inh no detg: AmpC beta-lactamase inhibition without detergent; AmpC nitrocefin hydrolysis, absorbance 480 nm, 0.0001% Triton; AID 485341; P00811; Potency, µM (top dose mostly 57.1 µM), inactives show top-dose activity change, negative = inhibition, most hits filed as inhibitors; actives 0.52% (n = 330,000);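 also: potency is read from the fitted curve at half-maximal effect; plate controls were no compound for no effect and no enzyme for full effect; nearly all actives have a fitted effect of over 20% in size; some results filed as inactive show a strong effect at the top dose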
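20 mM phosphate pH 7.0 + 0.01% (detergent screen) or 0.0001% Triton X-100; 5.3 nM AmpC reagent; cpd preinc 15 min RT; nitrocefin (800 uM stock) to start; A480 q20 s × 4 min; Activity was normalised to no-enzyme and no-compound control wells.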
AMA1 RON2 block: AMA1-RON2 (P. falciparum) interaction inhibition; actives 0.2% (n = 360,000); Potency, µM (doses to about 58.2 µM), without a hit: at the highest dose activity change, negative = inhibition, usual class: inhibitors; AID 720542; AlphaScreen AMA1-biotinylated RON2 peptide binding;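 also: potency is read from the fitted curve at half-maximal effect; 0% = vehicle wells and -100% = peptide control; nearly all actives have a fitted effect of over 45% in size; some results filed as inactive show a strong effect at the top dose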
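AMA1 (3D7) with his tag at 25 nM final met compounds first, then biotinylated RON2 peptide at 25 nM; detection used donor plus acceptor beads, 10 µg/mL apiece, read by AlphaScreen after 30 min at room temperature.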
Sm TGR inh: blocks Schistosoma mansoni thioredoxin glutathione reductase | Q962Y6 | purified TGR, DTNB reduction, TNB absorbance 405 nm | Potency, µM (top dose mostly 114 µM), without a hit: at the top dose activity change, negative = inhibition, usual class: inhibitors | actives 3% (n = 360,000); also: potency is read from the fitted curve at half-maximal effect; nearly all actives have a fitted effect of over 60% in size
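TGR 20 nM + NADPH 100 uM (dispensed conc.), cpd preinc 15 min RT; start with NADPH (500 uM addition) then DTNB (15 mM addition). Kinetic TNB absorbance, 405 nm filter. Four-parameter Hill fit across titration.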
* marks the source's active call; other numbers are inactive results; ? = inconclusive; nt = no result given; & = joins results of further samples; [ ] = remark or other dose. Unless noted, calls follow the shape of the dose curve; as a rule, active = well fitted curve in the direction sought with a large enough effect; inconclusive = small, poorly fitted or top-dose-only effect, or another doubt; inactive = no such curve, though single readings can be large; an effect the other way counts as inactive or inconclusive. Unless noted, % is scaled to controls: 0 for no effect and ±100 for the full control effect.

SMILES | AmpC detergent | FBPA Giardia inh | HCMV inh | AmpC inh no detg | AMA1 RON2 block | Sm TGR inh
c1cncc(Nc2nc(-c3cccnc3)cs2)c1 | -5% | 5% | -6 | -15% | -6% | 0%
Cc1c(CCO)c(=O)[nH]n1S(=O)(=O)c1ccc([N+](=O)[O-])cc1 | 7% | 1% | -10 | -14% | -8% | 11%
Cc1ccc(CSCCNC(=O)C2CCN(S(=O)(=O)Cc3ccccc3)CC2)cc1 | -3% | nt | 3 | nt | nt | -8%
CCOC(=O)c1c(N)sc(C(=O)OCCOC)c1C | ? | -24% | -39 | -5% | -14% | -1%
CC1Cc2nc(SCC(=O)NCc3ccccc3)n(Cc3ccccc3)c(=O)c2S1 (centres undefined) | -10% | 0% | 17 | -10% | 0% | -11%
CCN(CC)CCNC(=O)CS(=O)Cc1nc(-c2ccc(C)cc2)oc1C (centres undefined) | -3% | 8% | 3 | 33% | 12% | 6%
N=C1SCC(=O)N1c1ncc(Cc2ccc(F)cc2)s1 | 2% | -23% | 117 | -35% | 123%[activator] | 0%[57.1 µM]
Cc1nnc(N(Cc2ccccc2)C(=O)c2cnccn2)s1 | ? | -8% | 38 | -5% | -15% | -28%
COc1ccc(CCN(C)C(=O)c2cc(S(=O)(=O)N3CCCCCC3)ccc2OC)cc1OC | 0% | nt | -10 | 119%[activator] | 72%[activator] | 3%
Nn1c(SCC(=O)N2CCCCC2)nnc1-c1ccncc1 | -7% | 6% | 12 | -12% | 6% | -6%
CC1(C)Cc2nc3sc4c(SCC(=O)NC(c5ccccc5)c5ccccc5)ncnc4c3cc2CO1 | -1% | 3% | 32 | -10% | -6% | -30%
O=C(CSc1ncn[nH]1)N1CCN(S(=O)(=O)c2ccccc2)CC1 | -7% | 0% | -1 | -3% | 0% | -2%
CCCc1cc(C(=O)OCC(=O)N(CCC)c2c(N)n(Cc3ccccc3)c(=O)[nH]c2=O)sc1C | -13% | nt | -39 | -51% | -17% | -2%
O=c1[nH]c(CSc2ncnc3sccc23)nc2cc(C(F)(F)F)ccc12 | -7% | -7% | 1 | -49% | 13% | 3%
COc1ccc(C2CC(c3ccccc3)=NN2C(=O)CSc2nccc(=O)[nH]2)cc1 (centres undefined) | -1% | 17% | -11 | -18% | 0% | -8%
CC1CC(C)CN(CC(=O)Nc2cc(S(=O)(=O)N3CCOCC3)ccc2N2CCCC2)C1 (centres undefined) | 4% | nt | -34 | 100%[activator] | 6% | 4%
O=C(NCCCc1ccccc1)c1cc(COc2c(F)cccc2F)on1 | -18% | -3% | 0 | -20% | 44%[activator] | -11%
CCOC(=O)c1cc(NC(=O)c2ccco2)ccc1N1CCOCC1 | 8% | -3% | 1 | -6% | -1% | 5%
CCOC(=O)NN1C(=O)c2ccccc2NC1c1ccccc1O (centres undefined) | -9% | -1% | 55 | -24% | 35%[activator] | -12%
COc1cc2c(cc1OC)CN(C(=O)CN1CCN(S(=O)(=O)c3ccccc3)CC1)CC2 | -2% | nt | -23 | 128%[activator] | -6% | -23%

Compound profiles, as listed above. Order of values: AmpC detergent | FBPA Giardia inh | HCMV inh | AmpC inh no detg | AMA1 RON2 block | Sm TGR inh
`COc1ccc(C2CC(c3ccccc3)=NN2C(=O)CSc2nccc(=O)[nH]2)cc1` (centres undefined) in the list: -1% | 17% | -11 | -18% | 0% | -8%
`CCOC(=O)c1c(N)sc(C(=O)OCCOC)c1C` in the list: ? | -24% | -39 | -5% | -14% | -1%
`c1cncc(Nc2nc(-c3cccnc3)cs2)c1` in the list: -5% | 5% | -6 | -15% | -6% | 0%
`Nn1c(SCC(=O)N2CCCCC2)nnc1-c1ccncc1` in the list: -7% | 6% | 12 | -12% | 6% | -6%
`COc1cc2c(cc1OC)CN(C(=O)CN1CCN(S(=O)(=O)c3ccccc3)CC1)CC2` in the list: -2% | nt | -23 | 128%[activator] | -6% | -23%

The listing continues:
SMILES | AmpC detergent | FBPA Giardia inh | HCMV inh | AmpC inh no detg | AMA1 RON2 block | Sm TGR inh
CCOc1ccc(CCNC(=O)CN2C(=O)CCSc3ccccc32)cc1 | -6% | 2% | -1 | 43% | -3% | 26%
CCCOc1ccc(CSC2=NCCN2)cc1[N+](=O)[O-] | ? | -5% | -20 | -14% | 7% | 24%
COc1ccc(C)cc1NC(=O)C1CC(=O)OC12CCCCC2 (centres undefined) | 1% | 2% | 19 | -15% | -4% | -30%
O=C(Nc1ccc(F)cc1F)c1cc2ccc3cccnc3c2[nH]1 | 23% | nt | 5 | nt | nt | 3%
COc1ccc(C(=O)NNC(=O)C2CCCN(C3CC(=O)N(c4ccccc4)C3=O)C2)cc1 (centres undefined) | 1% | 4% | 11 | -5% | 96%[activator] | 45µM*
COC(=O)C1=C(C)NC2=C(C(=O)CCC2)C1c1ccsc1 (centres undefined) | -12% | -4% | nt | -7% | nt | 6%
CCOC(=O)c1ccc(NC(=O)CS(=O)(=O)c2cn(CC)c3ccccc23)cc1 | -7% | -1% | -17 | -18% | 39% | 1%
Cc1ccc(Cn2nc(C)c(NC(=O)CCCn3nc(C)c([N+](=O)[O-])c3C)c2C)cc1 | -15% | 2% | -6 | 173%[activator] | 0% | -18%
Oc1ccc(Cl)cc1/C=C/c1ccc2cccc(O)c2n1 | 10% | -23% | 2 | -60% | 60%[activator] | nt
COc1cccc(N2CCN(CC(=O)Nc3ccnn3C3CCCC3)CC2)c1 | -6% | nt | -60* | 12% | -1% | -2%
COC(=O)/C=C1\OC(c2ccccc2)=CC1=O | -4% | -18% | nt | -36% | nt | ?
Clc1ccc(-c2noc(-c3cccnc3NCc3ccco3)n2)cc1 | 3% | nt | 82 | nt | nt | -8%
COc1ccc(-c2nc(C#N)c(NCc3ccccc3Cl)o2)cc1 | -5% | 5% | 37 | nt | -16% | -1%
CCN1CCN(c2nc(-c3ccccc3Cl)nc3ccccc23)CC1 | -5% | -24% | 18 | 2% | 0% | 7%
COc1ccc(NC(=O)Cn2c(=O)n(Cc3nc(-c4ccccc4)no3)c(=O)c3ccccc32)cc1Cl | -6% | nt | 2 | nt | nt | -14%
[O-][N+]12CCCCC1CCCC2CO (centres undefined) | ? | -2% | -29 | -30% | 6% | 21%
Cc1ccc(-c2nc(C)c(CCNC(=O)c3ccccc3Br)s2)cc1 | -1% | nt | -1 | nt | nt | -5%
COc1cc2c(C(=O)N(C)c3cc(Cl)ccc3OC)cn(C)c(=O)c2cc1OC | 3% | 4% | -38 | 3% | -8% | 0%
Cc1cccc(/C=C/C(=O)c2cc(Br)ccc(=O)c2O)c1 | -8% | ? | -104* | 32µM* | ? | 2%
CC(=O)c1c(C)[nH]c(C(=O)CSc2nnc(-c3ccccc3)o2)c1C | 1% | -4% | -20 | -2% | -4% | 0%
CCOC(=O)C1CCN(S(=O)(=O)c2nc3nc(C)cc(C)n3n2)CC1 | 2% | 6% | 41 | -14% | -10% | -1%
CC(C)=CC(=O)OCC(=O)Nc1ccc(F)cc1Cl | ? | 0% | -29 | -19% | 7% | 14%[11.4 µM]
COc1ccccc1C(=O)Nc1ccc(C(=O)N2CCCCC2)cc1 | -9% | -3% | 22 | 45% | 2% | 8%
CC1=N/C(=C\c2ccc([N+](=O)[O-])cc2)C(=O)N1c1ccc(Cl)cc1 | 8% | -3% | ? | -37% | -7% | 3%
O=C(CNC(=O)c1ccc(Br)o1)NCc1cccc(Cl)c1 | -8% | nt | 2 | -15% | -1% | -23%
O=[N+]([O-])C(/C=C(\Cl)[N+](=O)[O-])=C(N1CCCCC1)N1CCCCC1 | -2% | -14% | -15 | -18% | -1% | ?
COC(=O)c1ccc(NC(=O)CS(=O)(=O)Cc2ccccc2)cc1 | -5% | 5% | 61 | -24% | 0% | 5%
CC1=C(C)C(=O)C(N2CCOCC2)=CC1=O | -9% | 1.4µM* | -68* | -9% | 4% | -20%
Cn1c(CSc2nc3ccccc3s2)nnc1SCC(=O)NCc1ccccn1 | -14% | -3% | -5 | 24% | 9% | -6%
CCN1CCN(Cc2ccc(NC(=O)c3cc(NC(=O)C4=NN(c5ccccc5)C(=O)C4)cc(OC)c3)cc2C(F)(F)F)CC1 | -5% | 5% | 12&-2 | 11% | 11%&5% | 6%
Cc1onc(-c2ccccc2)c1C(=O)NCC1CCN(C(=O)c2c(-c3ccccc3)noc2C)CC1 | -3% | 3% | 34 | 126%[activator] | -11% | 13%
CCNc1nc(=S)nc(NC(C)C)[nH]1 | ? | -12% | ? | -20% | -4%[2.32 µM] | -3%
COc1cc2c(C(=O)N3CCN(C)CC3)c(C)n(-c3ccccc3)c2cc1Br | -2% | nt | 2 | 244%[activator] | 2% | 15%
CCCOC(=O)CSc1nc(N2CCOCC2)c2c(c1C#N)CC(C)(C)OC2 | 0% | 7% | -6 | 79%[activator] | 3% | 12%
N#Cc1cc(-c2ccccc2)nnc1Sc1ccc(F)cc1 | -2% | -9% | 30 | -7% | -3% | 0%
CSc1cccc(CN2CCCC(CO)(Cc3cccc(Cl)c3)C2)c1 (centres undefined) | -2% | 4% | -23 | 20% | 0% | 2%[57.1 µM]
O=C(c1cc2cc3ccc(Cl)cc3nc2o1)N1CCCCCC1 | -9% | 13% | nt | -18% | -5% | -9%
CN(c1ccccc1)C1CCCCC1NS(=O)(=O)c1ccc(Cl)cc1 (centres undefined) | 4% | -3% | -24 | -14% | -11% | -22%
Cc1nn(-c2ccccc2)nc1C(=O)NN | -2% | 0% | 40 | -30% | 56%[activator] | 10%
COCCNC(=O)C(c1ccco1)N(Cc1ccc(OC)cc1)C(=O)Cn1nnc2ccccc21 (centres undefined) | -16% | 0% | -14 | 45% | 2% | 3%
Nc1nc2c(Cl)ccc(Cl)c2s1 | 3% | -10% | ? | -18% | -3% | 23%
COc1ccc(NC(=O)CCc2c(C)nc3c(-c4ccccc4)c(C)nn3c2C)cc1Cl | -1% | nt | -12 | nt | nt | 0%
CCOC(=O)c1ccc(S(=O)(=O)NC2CCC(C)CC2)cc1 (centres undefined) | 2% | nt | -16 | -14% | 10% | 3%
CC(C)OC(=O)CCC(=O)Nc1nc2ccccc2s1 | -15% | -2% | 16 | -15% | 6% | 10%[11.4 µM]
Cc1ccc(C(=O)CCC(=O)Nc2ccc(C)cn2)cc1 | -1% | nt | 38 | -11% | -4% | -6%
COc1ccc(Cc2nnc(NC(=O)c3cccs3)s2)cc1OC | 0% | 1% | 152 | -25% | -5% | 4%
CCOC(=O)N1CCC(NC(=O)Cn2ncc3c2-c2cc(C)ccc2OC3)CC1 | 1% | -1% | 22 | -5% | -3% | -2%
CN(C)CCNC(=O)C(=O)NCC1OCCN1S(=O)(=O)c1cc(F)ccc1F (centres undefined) | 1% | nt | -61* | -7% | 24% | -18%
Cc1ccnc(NC(=O)COc2ccc(Cl)cc2)n1 | -8% | 4% | 28 | -8% | 1% | 10%
Clc1cccc(Cl)c1CSc1cc2c(nn1)-c1ccccc1CC2 | -7% | 0% | ? | -15% | -2% | 0%
